Screening results: PubChem, several laboratories
PKA-R2B act = PKA-R2B complex activation; P22694+P31323; PKA-R2B holoenzyme dissociation, Cy5-IP20 fluorescence polarization; R2B truncated from residue 108, S112A mutant; 0% DMSO only, 100% 113 µM cGMP; activation, % at 11.4 µM; 340,000 tested, 0.079% active;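 active = activation above a cutoff set at the mean over all compounds plus 3 SD, cut at about 18% in these data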;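 also: higher means more holoenzyme dissociation and a rise in polarization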
Target sequence (P31323 whole entry, looked up, other chains not shown, the tested form may be a part): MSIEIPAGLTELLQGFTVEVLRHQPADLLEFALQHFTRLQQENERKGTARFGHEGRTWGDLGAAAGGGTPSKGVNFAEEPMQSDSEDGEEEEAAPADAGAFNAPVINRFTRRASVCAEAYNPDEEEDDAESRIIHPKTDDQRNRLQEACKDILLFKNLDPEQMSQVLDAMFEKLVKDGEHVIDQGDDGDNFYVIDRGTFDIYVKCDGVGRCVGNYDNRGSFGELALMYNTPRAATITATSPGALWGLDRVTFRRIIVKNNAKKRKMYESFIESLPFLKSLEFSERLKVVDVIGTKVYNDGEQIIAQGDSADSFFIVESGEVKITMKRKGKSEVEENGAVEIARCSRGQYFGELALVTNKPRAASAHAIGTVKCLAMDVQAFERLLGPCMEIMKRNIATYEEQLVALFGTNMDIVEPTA
NSD2 HMT inh = NSD2 (human) methyltransferase inhibition | O96028 | inhibition, % at 12.5 µM | NSD2 peptide methylation, AlphaScreen, 120 min | 310,000 tested, 0.54% active; in the data active = inhibition above about 50%
Keap1-Nrf2 PPI = disrupts human Keap1 binding to Nrf2 peptide; Q14145; Keap1 Kelch-Nrf2 peptide fluorescence polarization, 1536-well; inhibition, % at 9.4 µM; 340,000 tested, 0.15% active; in the data active = inhibition above about 12%;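 also: human Keap1 Kelch domain with fluorescein labeled Nrf2 9mer peptide probe; 0% = neutral control wells and 100% = peptide positive control; higher means more block of Keap1 binding to Nrf2 peptide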
Target sequence (Q14145 whole entry, looked up, the tested form may be a part): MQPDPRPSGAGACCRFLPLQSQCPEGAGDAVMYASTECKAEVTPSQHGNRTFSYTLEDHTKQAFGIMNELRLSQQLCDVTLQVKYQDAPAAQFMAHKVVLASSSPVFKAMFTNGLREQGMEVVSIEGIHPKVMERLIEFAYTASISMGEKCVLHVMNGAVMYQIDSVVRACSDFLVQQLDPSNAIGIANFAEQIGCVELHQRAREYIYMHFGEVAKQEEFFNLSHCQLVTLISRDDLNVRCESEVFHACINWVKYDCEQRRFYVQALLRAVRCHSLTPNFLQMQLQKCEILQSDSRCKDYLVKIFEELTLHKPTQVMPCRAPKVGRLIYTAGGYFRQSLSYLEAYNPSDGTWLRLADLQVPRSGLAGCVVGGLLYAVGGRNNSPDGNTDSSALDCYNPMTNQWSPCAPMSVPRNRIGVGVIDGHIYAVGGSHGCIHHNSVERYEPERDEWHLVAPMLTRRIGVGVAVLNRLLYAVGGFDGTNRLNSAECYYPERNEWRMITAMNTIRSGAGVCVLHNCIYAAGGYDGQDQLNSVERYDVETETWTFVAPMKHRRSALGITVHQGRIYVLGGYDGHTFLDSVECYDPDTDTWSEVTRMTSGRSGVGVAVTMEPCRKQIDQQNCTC
DAGLB inh = diacylglycerol lipase beta (human) inhibition; inhibition, % at 5.17 µM; HEK293T DAGLB membrane lysate, EnzChek fluorogenic substrate; Q8NCG7; AID 504411; 340,000 tested, 0.059% active; in the data active = inhibition above about 34%;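 also: 0% = enzyme with vehicle and 100% = wells lacking enzyme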
SR-BI HDL uptake = mouse SR-BI HDL lipid transfer inhibition; inhibition, % at 12.5 µM; ldlA[mSR-BI] CHO cells, DiI-HDL uptake fluorescence, 3 h; 320,000 tested, 0.96% active;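 active = mean replicate inhibition of at least 70% and a set share of replicates each scoring 70 or more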;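 also: 0% = median of neutral control wells and 100% = median of positive control wells; values of inactives mirror those of a sister screen read the other way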
SR-BI DiI-HDL act = SR-BI HDL lipid transfer activation. CHO ldlA[mSR-BI] cells, DiI-HDL uptake fluorescence, 3 h; 100 = double the neutral-control signal. activation, % at 12.5 µM. 320,000 tested, 0.096% active. AID 504775;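 active = mean replicate activation of at least 60% and every replicate at or above 60%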;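 also: 0% = median plate neutral-control signal and 100% = twice that signal; values of inactives mirror those of a sister screen read the other way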
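System: CHO ldlA[mSR-BI] cells / Medium: HEPES-buffered (25 mM, pH 7.4) F12 plus 0.5% BSA / Probe or stimulus: labelled HDL, 10 µg/mL / Doses: single compound concentration, delivered by pin transfer / Schedule: 3 h, 37 °C / Measured by: DiI fluorescence, bottom read / Measure: cell-associated DiI fluorescence as measure of HDL uptake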
LANA DNA inh = blocks KSHV LANA C-terminal domain binding to DNA | MBP-C-LANA/FAM-LBS DNA binding, fluorescence polarization | inhibition, % at 9 µM | 340,000 tested, 0.078% active;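 active = highest replicate inhibition at or above 60% at 9 µM, even if other replicates fall short; inactive = all replicates below 60% inhibition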;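 also: 0% = neutral control wells and 100% = 4 µM acridine orange control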
PvdQ acylase = P. aeruginosa PvdQ acylase inhibition; purified PvdQ acylase, fluorescence plate reader; inhibition, % at 10 µM; 340,000 tested, 0.063% active; AID 488965; in the data active = inhibition above about 30%, passing the limit was not always enough;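 also: 0% = vehicle neutral wells and 100% = reference inhibitor wells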
RTF Ca sens inh = cardiac RTF calcium desensitization | IANBD-labeled cardiac RTF, Ca2+ fluorescence | inhibition, % at 7.15 µM | 340,000 tested, 0.12% active | AID 493244;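 active = inhibition above the mean inhibition of all tested compounds plus 3 SD, cut at about 17% in these data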;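 also: assay run at fixed EC70 calcium of 1.6 mM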
Arr AP2 block = inhibitors of human beta-arrestin and AP2 interaction | FITC-arrestin peptide / GST-AP2 beads, flow cytometry; AP2 beta2 appendage carries R879A mutation | inhibition, % at 10 µM | 340,000 tested, 0.31% active | AID 504490;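 active = inhibition above a set limit, near 3 SD of compounds lacking own fluorescence, cut at about 54% in these data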;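 also: plate controls were DMSO wells for no effect and 5 µM unlabelled arrestin peptide for full effect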
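System: GST-AP2 R879A glutathione beads; medium: PBS, Tween 20 0.05%, BSA 0.1%; reagent: fluorescein-tagged arrestin peptide at 50 nM final; schedule: pre-incubation 12 min, peptide binding 1 h, room temperature; detection: flow cytometry, FL1 (488/535 nm); read-out: inhibition as reduced fluorescein signal on beads, percent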
* = called active by the depositor; / = not tested or not shown.

No.	Compound	PKA-R2B act	NSD2 HMT inh	Keap1-Nrf2 PPI	DAGLB inh	SR-BI HDL uptake	SR-BI DiI-HDL act	LANA DNA inh	PvdQ acylase	RTF Ca sens inh	Arr AP2 block
1	CCCCN(C(=O)c1cc(-c2ccco2)nc2ccccc12)c1c(N)n(CCC)c(=O)[nH]c1=O	-3	2	-6	10	-4	4	4.7	-14	8	15
2	COc1ccc(NC2c3ccccc3C(=O)N2c2cccnc2)cc1Cl (centres undefined)	2	/	-4	0	-12	12	-0.2	-12	-1	-6
3	CS(=O)(=O)c1nc(-c2ccccc2)c(-c2ccccc2)[nH]1	10	3	5	2	-20	20	1.8	-11	2	-1
4	CC(C)C1N(C(N)=S)N=CC1(C)C (centres undefined)	5	/	3	-2	-16	16	-5.3	-11	-6	6
5	CNC(=S)NNC(=O)c1cccc(N(C)C)c1	2	4	-4	-2	-15	15	2.9	13	-15	13
6	CCN1CCN(C(C)C(=O)NC2CCCCC2)CC1 (centres undefined)	-9	5	-4	-2	-26	26	-0.8	-12	-9	-2
7	O=C1C2C3C=CC(C3)C2C(=O)N1Nc1ccc([N+](=O)[O-])cc1[N+](=O)[O-] (centres undefined)	14	0	-1	0	0	0	0.6	-11	-11	6
8	CN(CCCn1cnc2c(OCc3ccccc3)ncnc21)CCc1ccccn1	-10	/	-3	-3	0	0	-1.2	3	5	23
9	Cc1noc(C)c1C(=O)NCCc1ccc(Cl)cc1	5	2	0	-1	-11	11	-2.2	4	-2	2
10	Cc1nn(CC(=O)NCCc2ccc(Cl)cc2)c(=O)c2cccn12	-16	-3	0	0	6	-6	-0.4	-19	1	3
11	COc1ccc(S(=O)(=O)N2CCNCC2)cc1	7	20	-4	1	-5	5	-1.1	-11	2	-13
12	Cc1cccc(OCc2n[nH]c(=S)n2Cc2ccccc2)c1	-1	0	3	11	-15	15	-0.7	9	0	16

No.	Compound	PKA-R2B act	NSD2 HMT inh	Keap1-Nrf2 PPI	DAGLB inh	SR-BI HDL uptake	SR-BI DiI-HDL act	LANA DNA inh	PvdQ acylase	RTF Ca sens inh	Arr AP2 block
13	CCOc1ccc(Cc2nnc(N)s2)cc1OCC	3	1	4	-2	-21	21	3.6	-8	-2	-3
14	O=C(Nc1ccccc1C(=O)NCCCN1CCOCC1)c1ccc(F)cc1F	8	-1	-7	2	-32	32	0.8	-12	-1	0
15	CCOc1ccc(NS(=O)(=O)c2ccc3[nH]cc(C(=O)N(CC)CC)c(=O)c3c2)cc1	-9	1	0	-3	-21	21	1.4	-14	0	4
16	CC(Oc1ccc(Br)cc1)C(=O)NCC(c1cccs1)N1CCOCC1 (centres undefined)	-5	29	0	-3	-21	21	-0.3	-9	7	0
17	O=C1OC(N2CCN(c3ccccn3)CC2)c2ccccc21 (centres undefined)	4	0	-1	-1	-3	3	-0.8	-3	-3	-5
18	COc1ccc(NC(=O)c2nc3nc(C)cc(C(F)F)n3n2)cc1OC	5	/	0	3	14	-14	0.0	9	-2	15
19	OCCOc1nnnn1-c1ccccc1	1	1	-1	-1	-24	24	-0.6	3	0	19
20	N#Cc1nc(Cc2ccccc2)oc1NCCc1ccccc1	3	-1	1	-5	-1	1	-2.0	-8	-9	1
21	NC(=O)c1nnn(-c2ccccc2)c1N	-11	3	-2	-2	-21	21	-0.2	10	-6	2
22	NS(=O)(=O)c1ccc(CNC(=O)Cc2ccccc2[N+](=O)[O-])cc1	7	1	-1	-2	-22	22	0.0	-2	-3	5
23	CCOc1ccc(-c2csc(NC(=O)c3ccco3)n2)cc1	-8	-1	1	-2	10	-10	0.4	-8	-6	4
24	CC(C(=O)NC1C=CS(=O)(=O)C1)N1C(=O)/C(=C/c2cccc(Cl)c2)SC1=S (centres undefined)	2	2	-2	2	18	-18	-0.8	-14	0	5

No new results follow: 12 of the compounds above.
No.	Compound	PKA-R2B act	NSD2 HMT inh	Keap1-Nrf2 PPI	DAGLB inh	SR-BI HDL uptake	SR-BI DiI-HDL act	LANA DNA inh	PvdQ acylase	RTF Ca sens inh	Arr AP2 block
12	Cc1cccc(OCc2n[nH]c(=S)n2Cc2ccccc2)c1	-1	0	3	11	-15	15	-0.7	9	0	16
13	CCOc1ccc(Cc2nnc(N)s2)cc1OCC	3	1	4	-2	-21	21	3.6	-8	-2	-3
14	O=C(Nc1ccccc1C(=O)NCCCN1CCOCC1)c1ccc(F)cc1F	8	-1	-7	2	-32	32	0.8	-12	-1	0
15	CCOc1ccc(NS(=O)(=O)c2ccc3[nH]cc(C(=O)N(CC)CC)c(=O)c3c2)cc1	-9	1	0	-3	-21	21	1.4	-14	0	4
16	CC(Oc1ccc(Br)cc1)C(=O)NCC(c1cccs1)N1CCOCC1 (centres undefined)	-5	29	0	-3	-21	21	-0.3	-9	7	0
17	O=C1OC(N2CCN(c3ccccn3)CC2)c2ccccc21 (centres undefined)	4	0	-1	-1	-3	3	-0.8	-3	-3	-5
18	COc1ccc(NC(=O)c2nc3nc(C)cc(C(F)F)n3n2)cc1OC	5	/	0	3	14	-14	0.0	9	-2	15
19	OCCOc1nnnn1-c1ccccc1	1	1	-1	-1	-24	24	-0.6	3	0	19
20	N#Cc1nc(Cc2ccccc2)oc1NCCc1ccccc1	3	-1	1	-5	-1	1	-2.0	-8	-9	1
21	NC(=O)c1nnn(-c2ccccc2)c1N	-11	3	-2	-2	-21	21	-0.2	10	-6	2
22	NS(=O)(=O)c1ccc(CNC(=O)Cc2ccccc2[N+](=O)[O-])cc1	7	1	-1	-2	-22	22	0.0	-2	-3	5
23	CCOc1ccc(-c2csc(NC(=O)c3ccco3)n2)cc1	-8	-1	1	-2	10	-10	0.4	-8	-6	4

(list continues)
No.	Compound	PKA-R2B act	NSD2 HMT inh	Keap1-Nrf2 PPI	DAGLB inh	SR-BI HDL uptake	SR-BI DiI-HDL act	LANA DNA inh	PvdQ acylase	RTF Ca sens inh	Arr AP2 block
25	CCOC(=O)C1CCN(c2c(N3CCN(c4ccccc4OC)CC3)c(=O)c2=O)CC1	0	/	3	1	/	/	0.4	-7	-5	-2
26	CC1CCc2c(sc(NC(=O)c3cccn3C)c2C(N)=O)C1 (centres undefined)	-21	-1	-8	4	81*	-81	-1.6	7	-6	8
27	Cc1ccc(CNS(=O)(=O)c2ccc(C(F)(F)F)cc2)n1C	/	1	-3	/	5	-5	1.4	-22	/	-1
28	CCCCn1c(=O)[nH]c(=O)c2c1nc(-c1ccc(OCC)cc1)n2CC	-2	1	-2	0	39	-39	-0.4	8	10	7
29	Fc1ccc(/C=N/c2c(-c3ccc(F)cc3)nc3n2CCS3)cc1	12	-2	3	2	77*	-77	0.5	-12	-7	-1
30	COc1ccccc1-c1c(C)nn2c(N3CCC(C)CC3)cc(C)nc12	-19	-3	-6	-1	/	/	0.7	15	8	0
31	O=C(O)c1ccc(/C=C(\c2nc3ccccc3[nH]2)c2nc3ccccc3s2)cc1	0	4	-3	2	-2	2	-0.5	4	5	20
32	COc1cc(C2c3cc4c(cc3CC3COC(=O)N32)OCO4)cc(OC)c1OC (centres undefined)	-2	-2	-1	-2	-8	8	-2.2	-9	-8	-19
33	COc1ccc(N2CCN(C(=O)c3ccccc3Br)CC2)c([N+](=O)[O-])c1	8	15	0	9	/	/	0.2	4	-5	37
34	CN(CCc1cn[nH]c1)C(=O)C1CCC(=O)N(CC2CCCCC2)C1 (centres undefined)	3	-10	2	0	-3	3	0.2	-7	-2	9
35	CCOC(=O)c1c(C(F)(F)F)cc(-c2ccc(F)cc2)nc1C	1	3	-3	-10	30	-30	-0.8	-8	-1	-2
36	COc1ccc(-c2cc(C(=O)Nc3ccccc3SC)no2)cc1	-1	1	-4	1	-5	5	0.5	-12	-38	-4

item | Structure | PKA-R2B act | NSD2 HMT inh | Keap1-Nrf2 PPI | DAGLB inh | SR-BI HDL uptake | SR-BI DiI-HDL act | LANA DNA inh | PvdQ acylase | RTF Ca sens inh | Arr AP2 block
37 | CCCOc1cc2c(C#N)c(N3CCCC3)nc(N)c2c(N)n1 | -12 | / | -4 | -1 | 12 | -12 | -1.2 | -13 | -11 | 4
38 | CC1(C)CC(=O)C2=C(C1)Nc1ccccc1NC2c1ccc2c(c1)OCO2 (centres undefined) | 0 | 26 | 0 | 2 | 5 | -5 | 1.2 | -4 | -3 | 6
39 | CCNC(=O)NS(=O)(=O)c1cnccc1Nc1cccc(Cl)c1 | -7 | -1 | -1 | 0 | -12 | 12 | 0.9 | -7 | 4 | 14
40 | Cc1cc(C)c(NC(=O)CSc2nnc(CNC(=O)c3ccccc3F)o2)c(C)c1 | -12 | -6 | 3 | 1 | 10 | -10 | 0.3 | -5 | -2 | -1
41 | FC(F)(F)c1cc(-c2ccc(Cl)cc2)nc2ncnn12 | -3 | 1 | 3 | -2 | 20 | -20 | -0.8 | 0 | -8 | -3
42 | CN(Cc1c(F)cccc1Cl)C(=O)c1cccc(S(=O)(=O)N2CCN(Cc3ccccc3)CC2)c1 | 5 | / | -2 | -8 | 3 | -3 | 0.5 | -20 | 0 | 2
43 | CCOc1cc(C(=O)OC(C(=O)NC(=O)NC)c2ccccc2)ccc1OCC(=O)N1CCOCC1 (centres undefined) | 7 | -2 | 2 | -1 | -5 | 5 | -2.7 | -8 | -4 | 10
44 | COc1ccc(NC(=O)CCc2nnc3ccc(NCc4ccco4)nn23)cc1OC | 6 | -4 | 7 | 3 | 5 | -5 | 0.5 | 12 | -3 | 51
45 | Cn1cncc1C#Cc1ccc2cc(CCO)oc(=O)c2c1 | 9 | / | 0 | -1 | -6 | 6 | 2.2 | -16 | -29 | -3
46 | O=C(NN=Cc1cccc([N+](=O)[O-])c1)c1cccc2ccccc12 | -8 | -2 | 0 | -2 | 60 | -60 | 2.5 | 2 | -2 | 3
47 | COc1cccc(OC)c1C(=O)Nc1cccnc1 | -1 | -3 | 3 | -2 | 2 | -2 | -1.8 | -13 | 2 | 1
48 | CNC(=O)c1[nH]cnc1C(=O)Nc1ccc(Cl)cc1 | -12 | / | -5 | 4 | 4 | -4 | -1.6 | -3 | 8 | -6
